Assay outcomes from PubChem BioAssay.
Artemis inh = blocks endonuclease activity of human Artemis. inhibition, % at 10 µM. recombinant Artemis, quenched FAM hairpin cleavage fluorescence. Q96SD1. 30,000 compounds, 0.78% hits;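 active = at 10 µM dose, at least 30% inhibition, measured as corrected fluorescence normalized to stimulator and neutral control wells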
Target sequence (Q96SD1 whole entry, looked up): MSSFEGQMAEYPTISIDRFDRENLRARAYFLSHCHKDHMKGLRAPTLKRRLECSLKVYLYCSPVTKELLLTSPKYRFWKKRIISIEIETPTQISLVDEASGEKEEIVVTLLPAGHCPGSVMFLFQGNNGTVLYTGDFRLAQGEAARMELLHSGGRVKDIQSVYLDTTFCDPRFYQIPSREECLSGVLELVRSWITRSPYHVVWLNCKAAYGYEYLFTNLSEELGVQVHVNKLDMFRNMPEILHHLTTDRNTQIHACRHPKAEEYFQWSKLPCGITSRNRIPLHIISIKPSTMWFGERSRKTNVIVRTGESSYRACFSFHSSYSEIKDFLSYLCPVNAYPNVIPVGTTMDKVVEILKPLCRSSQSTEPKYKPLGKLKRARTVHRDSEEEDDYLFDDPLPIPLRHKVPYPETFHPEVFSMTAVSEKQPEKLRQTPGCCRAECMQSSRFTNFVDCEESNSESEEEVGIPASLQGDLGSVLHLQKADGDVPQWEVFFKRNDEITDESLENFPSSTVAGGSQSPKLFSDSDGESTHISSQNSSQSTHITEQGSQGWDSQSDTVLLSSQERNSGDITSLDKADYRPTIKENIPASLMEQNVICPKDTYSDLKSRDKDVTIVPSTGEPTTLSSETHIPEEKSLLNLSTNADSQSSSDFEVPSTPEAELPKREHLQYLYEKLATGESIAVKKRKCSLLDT
Active calls of the source: *. Some of the compounds tested, so the mix of outcomes need not match the whole.

SMILES | Artemis inh
CCCCn1c(O)c(C=NCCN2CCCCC2)c(=O)[nH]c1=O | 7
CCOC(=O)c1nc2ccccc2c(=O)n1-c1ccc(C)cc1 | 4
c1cc2n(c1)-c1c(ccc3c1OCO3)CNC2c1ccc2c(c1)OCO2 (configuration not stated) | 2
N=c1c[n+](CC23CC4CC(CC(C4)C2)C3)[n-]o1 | 0
COc1ccccc1CN1CCN(C(=O)Cc2ccccc2)CC1 | 2
Cc1cc(C=O)c(C)n1C1CCCCC1 | -7
CN1CCN(c2ccc([N+](=O)[O-])c3cccnc23)CC1 | -5
CCOP(=O)(C#CC(C)(C)C)C(C)(O)c1ccccc1 (configuration not stated) | 9
CC(N)Cc1c[nH]c2cc3c(cc12)OCCO3 (configuration not stated) | -8
Fc1ccc(C2=CCN(C(c3cccs3)c3nnnn3CCc3ccccc3)CC2)cc1 (configuration not stated) | 5
CC(=O)OC1C2CCC1C(N1CCCC1)CC2 (configuration not stated) | -4
C(#CCN1CCOCC1)COCc1ccccc1 | -3
O=c1[nH]c(CN2CCNCC2)nc2ccccc12 | -16
CN1CCc2nc3ccc(F)cc3c(C(N)=O)c2C1 | -7
C=CCn1c(O)c(C(C)=NC2CC2)c(=O)[nH]c1=O | -7
Clc1cccc(Cl)c1C1N2CCCN12 (configuration not stated) | -2
Cc1nc2cc(C(=O)N3CCC4(CC3)OCCO4)ccc2n1-c1cccc(F)c1 | -15
CCCn1ncc(C(=O)O)c1C | -9
CC1(O)C[C@]2(C)N(O)C3CCCC[C@@H]3N2O1 (some centres not stated) | -6
O=C(COc1ccc2ccccc2c1)N1CCN(Cc2c[nH]c3ccccc23)CC1 | -3
O=C(O)C1(c2ccc(Cl)cc2)CCC1 | 1
CCC(=NCCC1=CCCCC1)c1c(O)[nH]c(=O)[nH]c1=O | 7
O=C(Nc1ccc(Cl)cc1C(=O)c1ccccc1)c1ccccc1 | -6
CCCCn1c(O)c(C(C)=Nc2c(C)n(C)n(-c3ccccc3)c2=O)c(=O)[nH]c1=O | 2
CCOc1ccc(CC2C(=O)NC(=O)N(c3ccc(CC)cc3)C2=O)cc1 (configuration not stated) | 8

New compounds follow:
SMILES | Artemis inh
COCCOC(=O)c1c(N)n(Cc2ccccc2)c2nc3ccccc3nc12 | -5
NCC1(c2ccc3c(c2)OCCO3)CCCC1 | -9
COc1ccccc1CN1CCN(C(=O)COc2cccc(C)c2)CC1 | 0
CCCCc1nc2ccccc2c(=O)n1-c1ccccc1[N+](=O)[O-] | 4
CCOC(=O)/C(CCCN(CC)CC)=N\O | -4
COc1ccc(OC(=O)N(C)C)c(CN(C)C)c1 | -2
COc1ccc(Nc2ncc(C(=O)N3CCC4(CC3)OCCO4)c3ccccc23)cc1 | 4
O=C(Nc1ccc(Br)cc1)c1nn(C23CC4CC(CC(C4)C2)C3)cc1Br | 4
CN1C(=O)/C(=C/c2cccn2-c2ccc3ccccc3c2)C(=O)NC1=S | 18
CC(=O)N1CCN(c2ccc(N=Cc3c(O)n(-c4ccc(Cl)cc4)c(=O)[nH]c3=O)cc2)CC1 | -1
O=C1C2CCN(CC2)[C@@H]1Cc1ccc2ccccc2c1O | 16
COC(=O)N(c1ccc(OC)cc1)P1(=S)OCCC(C)O1 (configuration not stated) | 5
COC(=O)CC1(Cc2ccccc2)C(=O)NC(=O)NC1=O | 3
c1ccc2cc(CC3=NCCN3)ccc2c1 | 1
O=P(c1ccccc1)(c1ccccc1)N1CCCCC1 | -7
FC(F)(F)c1cccc(-n2nnnc2C2(N3CCOCC3)CCCCC2)c1 | 8
Nc1cccc(N=Cc2c(O)n(Cc3ccc(F)cc3)c(=O)[nH]c2=O)c1 | 6
CC(=NCC1CCCO1)c1c(O)n(-c2ccccc2)c(=O)[nH]c1=O (configuration not stated) | -1
CN1C2CCC1CC(OC(=O)c1cc(Cl)cc(Cl)c1)C2 (configuration not stated) | 1
CNCC(O)c1cccc(OC(=O)c2ccccc2C)c1 (configuration not stated) | -1
CCN1CCN(c2ccc(NC(=O)C(C)C)cc2Cl)CC1 | -6
COc1ccccc1N=Cc1c(O)n(C)c(=O)n(C)c1=O | 2
COC(=O)C(O)(c1cn(C)c2ccccc12)C(F)(F)F (configuration not stated) | -18
O=C(NC[P+](=O)O)OCc1ccccc1 | -1
OC1(c2cccnc2)CC2CCC(C1)N2Cc1nnnn1Cc1ccccc1 (configuration not stated) | 3

Taken from the results shown, 6 compounds:
SMILES | Artemis inh
CNCC(O)c1cccc(OC(=O)c2ccccc2C)c1 (configuration not stated) | -1
CCN1CCN(c2ccc(NC(=O)C(C)C)cc2Cl)CC1 | -6
COc1ccccc1N=Cc1c(O)n(C)c(=O)n(C)c1=O | 2
COC(=O)C(O)(c1cn(C)c2ccccc12)C(F)(F)F (configuration not stated) | -18
O=C(NC[P+](=O)O)OCc1ccccc1 | -1
OC1(c2cccnc2)CC2CCC(C1)N2Cc1nnnn1Cc1ccccc1 (configuration not stated) | 3

Following part:
SMILES | Artemis inh
O=C(COc1ccc(Br)cc1)N1CCN(Cc2ccncc2)CC1 | 7
O=C(Cn1cnc2ccccc2c1=O)NCC(=O)N1CCC2(CC1)OCCO2 | 2
COCCCn1c(N)c(C(=O)OCCOC)c2nc3ccccc3nc21 | 38*
CC(=O)Nc1cc(C(=O)N2CCC3(CC2)OCCO3)ccc1S(=O)(=O)c1ccc(C)cc1 | -6
CCSP1(=S)N=C(N2CCOCC2)C(C#N)=C2CCCN21 (configuration not stated) | 3
Cc1cc(C=O)c(C)n1CC1CCCO1 (configuration not stated) | 4
CCOC(C(=O)OCCCN(CC)CC)(c1ccccc1)c1ccccc1 | -5
Cc1cc(S(=O)(=O)NCC(C)C)ccc1OCC(=O)N1CCN(Cc2ccccc2)CC1 | -10
CCOC(=O)c1c(C)n(Cc2ccccc2)c2ccc(OCC(O)Cn3nc(C)cc3C)cc12 (configuration not stated) | 13
CC(=O)c1ccc2c(c1)C1C(Cl)C(Sc3ccccc3[N+](=O)[O-])CC1C(c1ccccc1[N+](=O)[O-])N2 (configuration not stated) | 31*
Cc1nnc2ccc(N3CCN(C)CC3)nn12 | 1
O=c1[nH]c(=O)n(Cc2ccco2)c(O)c1C=NCCN1CCOCC1 | -3
CCCN(CC#CCOc1ccc(OC)cc1)CCC | -6
COc1cc(NC(=O)CN2C3CCC2CC(O)(c2cccnc2)C3)cc(OC)c1 (configuration not stated) | 2
Cc1cc(NCCN)nc2ccccc12 | 1
CN(CC(=O)Nc1ccccc1-c1ccccc1)C1CCCCC1 | 5
O=c1cccc2n1CC1CC2CN(c2ncnc3c2cnn3-c2ccc(Cl)cc2)C1 (configuration not stated) | -2
COC(=O)c1ccc(-n2c(C)nc3ccccc3c2=O)cc1 | 3
CCCC(C)n1[nH]c(=O)c2c1NC(=O)CSC2c1ccc(OC)cc1 (configuration not stated) | 2
Clc1ccc(C2N3CCCN23)c(Cl)c1 (configuration not stated) | 5
Cc1cc(C)nc(NC2=NCCS2)n1 | -4
CCCCn1c(O)c(C(C)=NC(C)c2ccccc2)c(=O)[nH]c1=O (configuration not stated) | 6
C=CCC1(CN2CCCC2=O)C(=O)NC(=O)NC1=O | 2
ClC1=CCC2CN(CCN3CCCCC3)CC2C1 (configuration not stated) | 6
CN1CCN(c2ccccc2N)CC1 | -2

Other records follow.
SMILES | Artemis inh
CC1SC2(CN3CCC2CC3)NC1=O (configuration not stated) | 0
CCCCCCOC(=O)c1ccccc1N | 3
O=C(Cc1ccccc1)N1CCN(Cc2cccnc2)CC1 | 4
Cc1cccnc1-n1c(C)nc2ccccc2c1=O | -9
CC1(C)C(C(=O)NN2C(=O)c3ccccc3C2=O)C1(C)C | -6
COC(=O)C1=C(N)OC(C)=C(C(C)=O)C12C(=O)N(C)c1ccccc12 (configuration not stated) | -8
CCN1CCN(C(=O)Cc2coc3cc(C)cc(C)c23)CC1 | -2
Cc1ccc(-n2c(O)c(C=NCc3cccnc3)c(=O)[nH]c2=O)cc1C | -6
CN(C)CCOC(=O)c1cn(Cc2ccccc2)c2ccccc12 | -2
CN(C)C(=O)Oc1cccc(NC(=O)N2CCOCC2)c1 | -5
CCOC(=O)CCN=Cc1c(O)n(-c2ccc(Br)cc2)c(=O)[nH]c1=O | 3
Cc1cccc(-c2nc3ccccc3c(=O)n2-n2cccc2)c1 | -7
CC(C)c1ccc(N2C(=O)NC(=O)/C(=C\c3cnc(-c4ccccc4)nc3)C2=O)cc1 | 22
COc1ccc(-n2c(C)nc3cc(C(=O)N4CCC5(CC4)OCCO5)ccc32)cc1 | -10
CCN(CC)CCNCC(=O)Nc1ccc(Cl)cc1C(=O)c1ccccc1 | -10
O=C(c1cccs1)N1C2CCC1CC(O)(c1cccnc1)C2 (configuration not stated) | 4
CCOC(=O)c1nc2ccccc2c(=O)n1-c1cccc(C)c1 | 10
COc1ccc(C(CC(=O)N2CCC3(CC2)OCCO3)NS(=O)(=O)c2ccc(F)cc2)cc1 (configuration not stated) | -12
O=C1NC(=O)C(=Cc2cn(CCOc3ccc4c(c3)OCO4)c3ccccc23)C(=O)N1 | 12
COc1ccc(CCNC(=O)c2c(N)n(CCN3CCOCC3)c3nc4ccccc4nc23)cc1 | -1
COc1ccc(C2SCC(=O)Nc3c2c(C)nn3-c2ccccc2)cc1 (configuration not stated) | 0
O=C(Cc1ccccc1)N1CCN(Cc2ccccn2)CC1 | -2
CCCCCCn1c(O)c(C=Nc2c(C)n(C)n(-c3ccccc3)c2=O)c(=O)[nH]c1=O | 5
COC(=O)C(O)(c1ccc(N(C)S(=O)(=O)c2ccccc2)cc1)C(F)(F)F (configuration not stated) | -4
CCOc1ccccc1N1C(=O)NC(=O)C(CCc2ccncc2)(CCc2ccncc2)C1=O | 8
CC(Cc1ccccc1Sc1ccccc1O)N(C)C (configuration not stated) | -3
Nc1ccc(C2(c3ccc(N)cc3)CN3CCC2CC3)cc1 | 1
CC1=NN(c2ccccc2)C(=O)/C1=C/c1c(O)[nH]c(=S)[nH]c1=O | -11

Rewritten as labelled records: entries from further up.
CC(=O)Nc1cc(C(=O)N2CCC3(CC2)OCCO3)ccc1S(=O)(=O)c1ccc(C)cc1
  Artemis inh = -6

CCOP(=O)(C#CC(C)(C)C)C(C)(O)c1ccccc1 (configuration not stated)
  Artemis inh = 9

CC1SC2(CN3CCC2CC3)NC1=O (configuration not stated)
  Artemis inh = 0

FC(F)(F)c1cccc(-n2nnnc2C2(N3CCOCC3)CCCCC2)c1
  Artemis inh = 8
